# High-throughput results: PubChem BioAssay, National Center for Advancing Translational Sciences (NCATS)
# Nrf2 activator = qHTS of Nrf2 Activators; AREc32 ARE-luciferase reporter (MCF7-derived line), luminescence, 24 h; Potency, µM (top dose mostly 46.1 µM), for the others: at the top dose activation, hits mostly activators; actives 0.31% (n = 410,000); AID 624171, 2012; note: potency is the fitted concentration of half-maximal effect; % of control where 0% means no effect; nearly all actives have a fitted effect of over 65% in size
#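 ARE activation measured as luciferase luminescence (Steady-Glo, 30 min RT) in AREc32_Fluc cells after 24 hr compound exposure at 37 deg C, 5% CO2; cells seeded overnight at 1000/well in OPTI-MEM, 5% FBS.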
# EPAC2 antagonist = qHTS for Antagonist of cAMP-regulated guanine nucleotide exchange factor 2 (EPAC2): primary screen; Rap guanine nucleotide exchange factor 4 (Homo sapiens), Q8WZA2; EPAC2 GEF exchange of Rap1B-BODIPY-GDP, fluorescence; Potency, µM (doses to about 114 µM), for the others: at the top dose activity, negative = inhibition, most hits filed as inhibitors; actives 0.18% (n = 360,000); note: potency is the fitted concentration of half-maximal effect; % is set by controls: 0 for no effect and ±100 for the full control effect; nearly all actives have a fitted effect of over 45% in size; many of its hits are not listed in these tables
# Target sequence (Q8WZA2 whole entry, looked up): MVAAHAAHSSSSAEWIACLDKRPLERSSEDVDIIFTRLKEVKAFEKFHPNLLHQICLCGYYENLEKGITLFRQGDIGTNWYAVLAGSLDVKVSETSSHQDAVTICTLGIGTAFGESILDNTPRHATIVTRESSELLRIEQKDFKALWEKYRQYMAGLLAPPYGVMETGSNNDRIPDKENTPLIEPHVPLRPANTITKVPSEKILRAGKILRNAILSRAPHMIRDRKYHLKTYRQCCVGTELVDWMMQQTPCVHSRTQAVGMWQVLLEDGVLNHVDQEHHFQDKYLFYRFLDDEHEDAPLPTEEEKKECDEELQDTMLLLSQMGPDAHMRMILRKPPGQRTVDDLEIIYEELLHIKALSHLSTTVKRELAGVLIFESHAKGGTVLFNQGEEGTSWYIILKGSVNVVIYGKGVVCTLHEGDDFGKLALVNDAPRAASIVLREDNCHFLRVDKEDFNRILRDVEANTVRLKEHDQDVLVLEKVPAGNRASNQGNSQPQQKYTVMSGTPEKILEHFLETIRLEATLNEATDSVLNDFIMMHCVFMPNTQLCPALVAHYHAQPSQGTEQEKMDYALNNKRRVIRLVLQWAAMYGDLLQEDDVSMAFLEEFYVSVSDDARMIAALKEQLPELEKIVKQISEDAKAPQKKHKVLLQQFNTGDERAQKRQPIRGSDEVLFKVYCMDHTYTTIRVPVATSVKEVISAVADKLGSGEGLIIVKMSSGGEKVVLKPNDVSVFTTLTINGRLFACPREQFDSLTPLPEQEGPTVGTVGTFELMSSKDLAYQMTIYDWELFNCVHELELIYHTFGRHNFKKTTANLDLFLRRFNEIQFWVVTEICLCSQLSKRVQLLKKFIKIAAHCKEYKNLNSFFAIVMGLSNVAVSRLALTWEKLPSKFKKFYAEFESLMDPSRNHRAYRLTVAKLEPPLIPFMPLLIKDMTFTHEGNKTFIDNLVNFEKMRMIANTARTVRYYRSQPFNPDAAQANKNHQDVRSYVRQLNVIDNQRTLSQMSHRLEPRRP
# Mm-Cpn inhibitor = Inhibitors of TCP-1 ring complex (TRiC) of Methanococcus maripaludis (MmCpn): qHTS; Chaperonin Mm-Cpn (Methanococcus maripaludis); purified Mm-Cpn ATPase, ADP Transcreener TR-FRET; AID 504842, 2011; Potency, µM (highest dose often 76.9 µM), inactives show top-dose activity, negative = inhibition, hits mostly inhibitors; actives 0.031% (n = 330,000); note: potency is the fitted concentration of half-maximal effect; % is set by controls: 0 for no effect and ±100 for the full control effect; nearly all actives have a fitted effect of over 80% in size
#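 Purified archaeal chaperonin (25 nM final) was preincubated with compound for 10 min at 37°C, then ATP (10 uM final) was added for 30 min at 37°C in Tris pH 7.4/KCl/MgCl2/DTT buffer. ADP was quantified by HTRF Transcreener TR-FRET.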
# A549 tox = Nrf2 qHTS screen for inhibitors: counterscreen for cytotoxicity; actives 0.16% (n = 390,000); AID 504648, 2011; Potency, µM (highest dose often 46 µM), for inactives: top-dose activity change, negative = cytotoxicity, usual class: inhibitors; A549 ARE-Fluc cells, CellTiter-Fluor viability, 18-24 h; note: potency is the fitted concentration of half-maximal effect; % is set by controls: 0 for no effect and ±100 for the full control effect
#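 A549 ARE_Fluc cells in 5% FBS OPTI-MEM were exposed to compounds in concentration-response for 18-24 h at 37 deg C. Viability was read by CellTiter-Fluor fluorescence (Ex 405/Em 525) after 30 min, before the luciferase read.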
# EPAC2 ag = qHTS for Agonist of cAMP-regulated guanine nucleotide exchange factor 4 (EPAC2): primary screen | Rap guanine nucleotide exchange factor 4 (Homo sapiens), Q8WZA2 | EPAC2 activation, biochemical qHTS; response scale: 100% = 6.5 mM cAMP response | Potency, µM (doses to about 154 µM), inactives show top-dose activation, most hits filed as activators | actives 0.079% (n = 360,000); note: potency is the fitted concentration of half-maximal effect; nearly all actives have a fitted effect of over 50% in size
#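 qHTS, titration series. 100 nM EPAC2 / 250 nM Rap1B-BODIPY-GDP / 50 uM GDP; RT; ex 480/em 540 nm, 5-min reads to 30 min. Norm. to 6.5 mM cAMP = activation.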
# Akt phos inh = HTS Assay for Inhibitors of Akt Phophorylation: Primary Screen; activity change, % for hits at 50 µM; Neuro2A IGF-stimulated pAkt S473 HTRF, 20 min; hits give low values; AID 651550, 2012; actives 0.32% (n = 360,000); in the data active = activity change below about -80%; inconclusive = mostly about -51% to -80%; note: % is set by controls: 0 for no effect and ±100 for the full control effect
#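 Neuro2A cells in DMEM with 0.5% FBS, overnight at 37 deg C, given compound at single 50 µM final, then IGF (6 nM final) for 20 min at 37 deg C. Lysed; phospho-Akt Ser473 by HTRF after 24 h, 665/615 ratio.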
# CCT modulator = High-Throughput Screening for Modulators of Cytosolic Chaperonin Activity | purified chaperonin ATPase assay, HTRF ADP detection, 30 min | activity change, % (no concentration beside the values), hits read low | actives 0.3% (n = 360,000); in the data active = activity change below about -30%; note: % is set by controls: 0 for no effect and ±100 for the full control effect
#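 Nucleotide hydrolysis assay: TRiC at 20–40 nM final (set by batch activity) with 10 uM ATP, 30 min at 37 °C, in presence of 76 uM compound. Detection by competitive ADP HTRF, 30 min ambient.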
# Nrf2 block = Nrf2 qHTS screen for inhibitors; A549 ARE-Fluc reporter, luciferase luminescence, 18-24 h; Potency, µM (top dose mostly 46 µM), without a hit: at the top dose activity change, negative = inhibition, actives largely listed as inhibitors; actives 2.1% (n = 360,000); note: potency is the fitted concentration of half-maximal effect; % is set by controls: 0 for no effect and ±100 for the full control effect; nearly all actives have a fitted effect of over 60% in size
#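 Quantitative HTS in A549 cells stably bearing an antioxidant response element-firefly luciferase construct. Inhibition of Nrf2-driven transcription was scored by luminescence after 18-24 h of compound exposure at 37 °C.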
# TGFb inhibitor = qHTS for Inhibitors of TGF-b | HepG2 CAGA-GFP TGF-b/SMAD3 reporter, GFP fluorescence, 18 h; TGF-beta stimulated, 500 pg/mL final | Potency, µM (doses to about 46.1 µM), inactives show at the highest dose activity, negative = inhibition, hits mostly inhibitors | actives 1.2% (n = 410,000) | AID 588855, 2011; note: potency is the fitted concentration of half-maximal effect; % is set by controls: 0 for no effect and ±100 for the full control effect; nearly all actives have a fitted effect of over 65% in size
#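 First, reporter cells (HEPG2 CAGA-GFP) rested 2 h at 37 degrees C. Next, compounds were pinned in and TGF-beta added to 500 pg/mL final. After 18 h, GFP was imaged per cell and summed per well.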
# * = called active by the depositor; i = inactive; ? = inconclusive; . = no result given; & = joins results of further samples; [ ] = another dose, or the depositor's remark. Unless noted, calls come from the whole dose curve; as a rule, active = well fitted curve in the direction sought with a large enough effect; inconclusive = small, poorly fitted or top-dose-only effect, or another doubt; inactive = no such curve, though single readings can be large; an effect the other way counts as inactive or inconclusive. This is a subset (hit frequency here may not be typical).
SMILES	Nrf2 activator	EPAC2 antagonist	Mm-Cpn inhibitor	A549 tox	EPAC2 ag	Akt phos inh	CCT modulator	Nrf2 block	TGFb inhibitor
O=C(CSC(=S)N1CCCC1)N(Cc1nnc(-c2ccccc2Cl)o1)C1CC1	-0.6%	8%	0%	-6%	-8%	i	0.5	-9%	?
O=C(CN1CCN(Cc2ccccc2Cl)CC1)N/N=C/c1ccccn1	0.1%	5%	-1%	17%	6%	i	-1.5	3%	29%
COCc1ccc(C(=O)NC2CCCc3c2cnn3-c2ccc(C)c(C)c2)o1 (stereo not given)	-0.8%	-9%	-1%	-6%	6%	i	-1.9	15µM*	-30%
COc1ccc(C/C(N)=N/OC(=O)Cc2ccc(OC)c(OC)c2)cc1	0.3%	6%	3%	-5%	6%	i	-3.3	?	?
CCOC(=O)c1cccc(NC(=O)C2CCCN(S(=O)(=O)c3c(C)nn(C)c3C)C2)c1 (stereo not given)	-0.6%	-16%	1%	-8%	1%	i	0.7	?	-14%
COc1ccc(S(=O)(=O)Cc2ccc(C(=O)N3CCN(c4ccccc4)CC3)o2)cc1	-0.2%	-14%	-1%	0%	-1%	i	0.6	1%	10%
CCOC(=O)C1=CN(C)C=C(C(=O)OCC)C1c1ccsc1	0.1%	-2%	-4%	2%	-1%	.	-2.5	1%	-12%
CSc1ccc(Cl)c(C(=O)OCC(=O)N2CCN(C(=O)c3ccco3)CC2)c1	0.6%	1%	-22%	0%	-3%	i	1.9	8%	0%
Cc1cc2nc(C(C)(C)C)c(Cc3ccccc3C(F)(F)F)n2c(C)c1Br	0.1%	0%	.	.	12%	i	-0.3	.	.
CC(C)(C)SCCNC(=O)CSc1ccccc1	2.0%	6%	.	3%	9%	.	0.8	?	1%
Nn1c(SCC(=O)N2CCN(S(=O)(=O)c3ccc(Cl)cc3)CC2)nnc1-c1cccs1	0.7%	14%	-4%	22%	5%	i	-0.5	-5%	?
Cc1ccccc1-c1nc2ccccc2c(=O)o1	-0.6%	-20%	.	.	19%	i	-0.2	.	-7%
CCCCCCSc1ccc([C@H]2N[C@@](Cc3ccccc3)(C(=O)OC)[C@H]3C(=O)N(C)C(=O)[C@@H]23)cc1	3.4%	4%	-3%	-8%	0%	i	-2.3	?	?
CCOc1cc(/C=N/NS(=O)(=O)c2ccc(OC)cc2)ccc1OCCN1CCOCC1	0.1%	22%	4%	1%	10%	i	2.6	10%	1%
CC1(C)CC(=O)C=C(C(=O)NC2CCCc3c2cnn3-c2cc(F)cc(F)c2)O1 (stereo not given)	-0.6%	-5%	-6%	-1%	4%	i	-4.0	?	19%
NS(=O)(=O)Cc1noc2ccccc12	-1.3%&0.2%	-8%&0%	1%	-6%&-5%	2%&1%	i	1.1&-2.7	-3%&-12%	-1%&21%
CCN(CC)CCn1c(NC(=O)c2ccc(C(F)(F)F)cc2)nc2ccccc21	3.4%	-2%	-1%	3%	-5%	i	1.4	4%	6%
CC(C)(C)c1cc[n+](C2=C([O-])c3ccccc3C(=O)/C2=N\S(=O)(=O)c2cccs2)cc1	-3.5%	-3%	-2%	?	13%	i	-0.6	?	2.8µM*
CCOC(=O)C1CCN(C(=O)C2(NC(=O)Nc3cccc(F)c3)CCCCC2)CC1	-0.5%	-2%	-1%	6%	0%	i	-0.8	-6%	8%
COc1c(C(=O)Nc2nccs2)ccc2ccccc12	10%	-2%	0%	-1%	14%	i	1.4	?	-25%
COc1cc(Cl)c(CNC[C@H]2O[C@@H](n3cnc4c(=O)[nH]c(N)nc43)[C@H](O)[C@@H]2O)c(Cl)c1O	-0.2%	2%	.	.	9%	i	0.1	.	-11%
COc1cc(OC)cc(-c2nc3nc(C)c(CCC(=O)Nc4ccccc4)c(C)n3n2)c1	0.1%	.	.	-7%	.	.	.	-1%	-1%
Cc1ccc2cc(CN(CC3CCCO3)C(=O)C(C)C)c(=O)[nH]c2c1 (stereo not given)	-0.5%	-2%	1%	-2%	-10%	i	-0.3	-3%	10%
O=C(N/N=C/c1cc(Cl)cc([N+](=O)[O-])c1O)c1cccc(S(=O)(=O)N2CCOCC2)c1	5.0%	-12%	0%	-12%	5%	i	-1.3	10%	1%
CCOc1ccc(N2C(=O)CC(N(CCc3ccccc3)C(=O)/C=C/C(=O)O)C2=O)cc1 (stereo not given)	-1.4%	-8%	-8%	9%	-3%	i	0.1	4%	3%
Cn1c(=O)c2c(ncn2CC(=O)N2CCN(c3ccc(F)cc3)CC2)n(C)c1=O	-0.3%	2%	0%	-7%	2%	i	-2.5	2%	0%
CCOC(=O)/C=C1\SCC(=O)N1Cc1nnc(-c2ccccc2Br)o1	1.9%	0%	-2%	-2%	1%	i	-0.5	8%	31%
COc1ccc(-c2nonc2NC(=O)c2oc3ccccc3c2C)cc1OC	3.6%	-9%	-1%	-13%	10%	i	-0.3	.	-13%
COCCNC(=O)Cn1cnc([N+](=O)[O-])n1	0.3%	-16%	-2%	2%	7%	i	-1.4	12%	26%
Brc1ccc(-c2ccc(/C=N/Nc3nc4ccccc4[nH]3)o2)cc1	30%	7%[57.1 µM]	-7%	-3%	8%	i	1.2	?	-16%
Cc1ccc(C(OC(=O)c2ccco2)C(=O)NC2CCCC2)cc1 (stereo not given)	0.3%	-6%	2%	-10%	3%	i	0.5	4%	37%
COc1ccc(C(=O)Nc2nc(CC(=O)NCCc3ccccc3)cs2)cc1	3.8%	-2%	-6%	-18%	-1%	i	-3.4	?	-10%
COc1cccc(CNC(=O)C2CCN(S(=O)(=O)c3ccc(F)cc3)CC2)c1	-0.2%	8%	1%	0%	9%	i	3.0	-2%	2%
COc1ccc(CNc2nc(-c3ccccc3)nc3ccccc23)cc1OC	3.6%	-12%	-1%	0%	14%	i	-0.9	-15%	0%
COc1ccc(OC)c(-c2csc(NC(=O)COC(=O)C3CC3)n2)c1	-1.0%	-15%	-7%	0%	22%	i	0.2	-8%	0%
COC(=O)C1=C(C)Nc2nnnn2C1c1ccc(Cl)cc1Cl (stereo not given)	-0.7%	0%[57.1 µM]	-1%	-16%	4%	i	-0.9	?	?
CN(C(=O)CSc1nnc(Cc2cccc3ccccc23)n1N)C1CCS(=O)(=O)C1 (stereo not given)	-0.6%	6%	-1%	-2%	-1%	i	-1.4	4%	7%
CSc1ccccc1C(=O)Nc1cc(C)cc(C)c1	0.3%	-3%	-7%	-11%	8%	i	0.4	10%	-10%
O=C(O)Cc1ccc(N=Cc2c(O)ccc3ccccc23)cc1	0.4%	1%	-1%	-5%	8%	i	-4.0	13%	-15%
CC(C)(C)OC(=O)N1CCC(C(=O)Nc2cccc(C(=O)N3CCCCC3)c2)CC1	-0.8%	2%	.	5%	4%	i	-2.2	-7%	-4%
O=C(Nc1nc2ccccc2[nH]1)c1cc2ccccc2o1	7.1%	6%	-3%	-14%	-3%	i	0.0	?	-29%
CC1(C)CC(C2N3CC4(C)CN2CC(C)(C3)C4=O)CCO1 (stereo not given)	-0.5%	16%	-2%	-1%	5%	.	0.8	2%	7%
O=C(COC(=O)C1CCN(C(=O)Nc2ccccc2)CC1)NCC(F)(F)F	0.0%	5%	5%	-7%	-2%	i	0.5	1%	21%
C/C(=N\N=C\c1ccccc1F)c1nnn(-c2nonc2N)c1C	23%	14%	-1%	-3%	0%	i	0.9	8%	-4%
COc1ccccc1CN1CCCC(C(=O)N(C)Cc2ccccc2)C1 (stereo not given)	-0.3%	12%	2%	-6%	2%	i	-1.8	-2%	1%
COc1cc2ccccc2cc1C(=O)Nc1ccc(Cl)c(-c2nc3ccccc3o2)c1	-0.2%	.	.	25%	.	.	.	11%	-14%
COC(=O)c1sccc1NC(=O)Cc1ccc(OC)cc1	-0.6%[9.22 µM]	5%	0%	?	-8%	i	-1.1	3%	-3%
O=C(NC1CCCCCC1)c1ccco1	2.1%	6%	1%	5%	8%	.	-1.5	5%	-4%
O=S(=O)(NCCC1=CCCCC1)c1ccccc1Br	0.1%	-19%	0%	12%	11%	i	-1.2	-16%	0%
CCOCCn1c(SCCCc2ccccc2)nc2c1c(=O)[nH]c(=O)n2C	-0.1%	-2%	2%	-7%	-6%	i	-0.8	?	-27%
CN1C(=O)c2ccc(NC(=O)c3c(F)c(F)c(F)c(F)c3F)cc2C1=O	-0.9%	8%	3%	-2%	-7%	i	-0.2	5%	-2%

# Part of the list above, with two lines to a compound.
# Order of results: Nrf2 activator, EPAC2 antagonist, Mm-Cpn inhibitor, A549 tox, EPAC2 ag, Akt phos inh, CCT modulator, Nrf2 block, TGFb inhibitor
O=C(COC(=O)C1CCN(C(=O)Nc2ccccc2)CC1)NCC(F)(F)F
 : 0.0%, 5%, 5%, -7%, -2%, i, 0.5, 1%, 21%
C/C(=N\N=C\c1ccccc1F)c1nnn(-c2nonc2N)c1C
 : 23%, 14%, -1%, -3%, 0%, i, 0.9, 8%, -4%
